MBNL1-CUG inh: qHTS Assay for Inhibitors of MBNL1-poly(CUG) RNA binding | TR-FRET MBNL1-His/biotin-(CUG)12 binding, 665/545 ratio | Potency, µM (top dose mostly 57.5 µM), inactives show at the highest dose activity change, negative = inhibition, hits mostly inhibitors | AID 2675, 2010 | Muscleblind-like protein 1 (Homo sapiens), Q9NR56 | actives 0.036% (n = 280,000); active = well fitted inhibition curve with a large enough effect in the signal ratio, with a control signal flat, not every such curve was filed as active; inconclusive = small, poorly fitted or top-dose-only effect, or effect the other way, or a change in a side signal; inactive = no such curve, though single readings can be large or run the other way; the % refers to the signal ratio; also: % is scaled to controls: 0 for no effect and ±100 for the full control effect
Target sequence (Q9NR56 whole entry, looked up): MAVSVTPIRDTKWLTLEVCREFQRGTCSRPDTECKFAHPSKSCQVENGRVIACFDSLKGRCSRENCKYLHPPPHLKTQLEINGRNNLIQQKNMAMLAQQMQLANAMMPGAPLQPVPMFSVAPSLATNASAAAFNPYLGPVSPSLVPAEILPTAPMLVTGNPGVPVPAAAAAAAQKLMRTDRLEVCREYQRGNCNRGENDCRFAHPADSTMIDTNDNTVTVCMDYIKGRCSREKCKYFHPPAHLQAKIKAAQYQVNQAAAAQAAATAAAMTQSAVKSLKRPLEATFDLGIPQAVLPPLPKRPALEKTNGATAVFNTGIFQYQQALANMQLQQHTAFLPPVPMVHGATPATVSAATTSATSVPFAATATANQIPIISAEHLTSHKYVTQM
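Inhibition of protein-RNA binding appears as loss of TR-FRET between terbium anti-His antibody on MBNL1-His and streptavidin-XL665 on biotin-(CUG)12. Activity is normalized to buffer-only and uninhibited-complex controls.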
Gal4-VP16 FLuc: VP16 counterscreen qHTS for inhibitors of ROR gamma transcriptional activity; actives 3.5% (n = 310,000); Drosophila S2 Gal4-VP16 UAS-luciferase, luminescence, 20 h; Potency, µM (highest dose often 53.6 µM), inactives show at the highest dose activity, negative = inhibition, actives largely listed as inhibitors;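 also: Gal4-VP16 expression switched on by copper sulfate through the metallothionein promoter; % is scaled to controls: 0 for no effect and ±100 for the full control effect; nearly all actives have a fitted effect of over 50% in size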
BRCA1 expr up: qHTS Assay to Identify Small Molecule Activators of BRCA1 Expression | MCF7-BRCA1-FFLuc reporter, luminescence, 48 h; response scale: scaled: vehicle 0%, 10 µM genistein 100% | Potency, µM (series often up to 46.1 µM), without a hit: at the highest dose activation, usual class: activators | actives 1.1% (n = 380,000) | AID 624202, 2012; also: nearly all actives have a fitted effect of over 80% in size; some results filed as inactive show a strong effect at the top dose
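Compounds are tested at multiple concentrations on MCF7 BRCA1-luciferase reporter cells seeded at 2000 per well; after 48 h, a single luminescence end-point is taken and curves fitted to the normalized data.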
Rab9 prom act: qHTS Assay for Rab9 Promoter Activators | Huh7 Rab9 promoter-luciferase reporter, luminescence, 24 h | Potency, µM (top dose mostly 9.22 µM), for inactives: at the highest dose activation, negative = inhibition, actives largely listed as activators | actives 2.8% (n = 320,000) | AID 485297, 2010; also: % of control where 0% means no effect; nearly all actives have a fitted effect of over 60% in size
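Huh7 reporter line, Rab9 promoter upstream of luciferase. Compound exposure 24 h at 37 °C in reduced-serum medium with 10% FBS. Read-out: luminescence.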
RORgamma inh: qHTS for inhibitors of ROR gamma transcriptional activity | actives 5.4% (n = 310,000) | Drosophila S2 Gal4-RORgamma UAS-luciferase reporter, 20 h | Nuclear receptor ROR-gamma (Mus musculus), P51450 | Potency, µM (titrated, usually from 53.6 µM), without a hit: top-dose activity change, negative = inhibition, most hits filed as inhibitors | AID 2551, 2010; also: % is scaled to controls: 0 for no effect and ±100 for the full control effect; nearly all actives have a fitted effect of over 60% in size
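Luciferase reporter read in Schneider cells carrying Gal4-RORγ (mouse) and UAS-Photinus luciferase; cells given compound 1 h before 700 uM copper sulfate induction, then incubated 20 h at ambient temperature.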
p53 reactivator: qHTS assay for re-activators of p53 using a Luc reporter; H1299 p53-A138V BP100-luciferase reporter, luminescence, 24 h; Potency, µM (series often up to 92.2 µM), for inactives: top-dose activity change, positive = activation, actives largely listed as activators; actives 0.063% (n = 320,000); also: % of control where 0% means no effect; nearly all actives have a fitted effect of over 45% in size
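p53-null H1299 cells stably carrying temperature-sensitive p53-A138V and a BP100-luciferase reporter were pinned with compounds (4-point, 1:5 series) and held 24 hrs at 37 deg C. Luminescence was read 10 min after detection reagent.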
ELG1 genotox: qHTS screen for small molecules that induce genotoxicity in human embryonic kidney (HEK293T) cells expressing luciferase-tagged ELG1; actives 1.3% (n = 330,000); AID 504466, 2011; HEK293T ELG1-luciferase reporter, luminescence, 16 h; Potency, µM (titrated, usually from 46 µM), for inactives: top-dose activity change, positive = activation, hits mostly activators; also: % of control where 0% means no effect; nearly all actives have a fitted effect of over 60% in size
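Genotoxic stress is detected as increased luminescence from luciferase-tagged ELG1 in HEK293T cells, measured with ONE-Glo after a 16 hr treatment at 37 °C.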
NPC1 promoter act: qHTS Assay for NPC1 Promoter Activators. Huh7 NPC1 promoter luciferase reporter, 24 h. Potency, µM (titrated, usually from 9.22 µM), for inactives: at the highest dose activation, actives largely listed as activators. actives 2.4% (n = 320,000). AID 485313, 2010;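 also: % of control where 0% means no effect; nearly all actives have a fitted effect of over 60% in size; reporter is driven by a mutant NPC1 promoter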
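NPC1 promoter–luciferase Huh7 cells; 24 h compound; luminescence.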
FLuc modulator: qHTS profiling assay for firefly luciferase inhibitor/activator using purifed enzyme and Km concentrations of substrates (counterscreen for miR-21 project). Luciferin 4-monooxygenase (Photinus pyralis), P08659. purified FLuc, Km substrates, luminescence inhibition. Potency, µM (highest dose often 57.5 µM), inactives show at the highest dose activity change, negative = inhibition, usual class: inhibitors. actives 6.9% (n = 360,000);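 also: plate controls were vehicle for no effect and reference inhibitor for full effect; nearly all actives have a fitted effect of over 55% in size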
Target sequence (P08659 whole entry, looked up): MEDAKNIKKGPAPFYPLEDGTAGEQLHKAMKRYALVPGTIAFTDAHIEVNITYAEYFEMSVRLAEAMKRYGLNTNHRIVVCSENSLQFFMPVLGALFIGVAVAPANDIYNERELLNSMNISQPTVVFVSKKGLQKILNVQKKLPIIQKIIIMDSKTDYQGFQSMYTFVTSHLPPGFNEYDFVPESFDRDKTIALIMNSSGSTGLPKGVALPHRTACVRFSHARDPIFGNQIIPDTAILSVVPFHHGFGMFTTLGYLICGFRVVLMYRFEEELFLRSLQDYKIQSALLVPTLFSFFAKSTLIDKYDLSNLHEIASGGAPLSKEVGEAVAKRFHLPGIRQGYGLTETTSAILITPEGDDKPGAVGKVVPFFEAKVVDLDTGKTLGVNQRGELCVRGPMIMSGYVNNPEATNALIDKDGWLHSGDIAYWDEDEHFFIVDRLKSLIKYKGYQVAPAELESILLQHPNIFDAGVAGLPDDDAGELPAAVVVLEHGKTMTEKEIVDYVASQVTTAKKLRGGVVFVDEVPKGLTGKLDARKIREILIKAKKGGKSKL
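Purified P. pyralis luciferase (10nM final) with 10uM D-luciferin and 10uM ATP (Km levels) in 50mM Tris acetate pH 7.5, 10mM Mg acetate, 0.01% Tween-20, 0.05% BSA; qHTS 6-point titration, ~60 µM downward; luminescence read.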
uPA surface inh: qHTS for Inhibitors of Cell Surface uPA Generation; cell surface uPA generation assay, qHTS; Potency, µM (top dose mostly 38.3 µM), for the others: top-dose activity change, negative = inhibition, hits mostly inhibitors; actives 0.31% (n = 330,000); active = well fitted inhibition curve with a large enough effect; inconclusive = small, poorly fitted or top-dose-only effect; inactive = no such curve, though single readings can be large or run the other way; tested in mouse RAW 264.7 cells; also: % is scaled to controls: 0 for no effect and ±100 for the full control effect; nearly all actives have a fitted effect of over 55% in size
Active calls of the source: *; ? = inconclusive; nt = no result given; [ ] = another dose, or the depositor's remark. Unless noted, calls follow the shape of the dose curve; as a rule, active = well fitted curve in the direction sought with a large enough effect; inconclusive = small, poorly fitted or top-dose-only effect, or another doubt; inactive = no such curve, though single readings can be large; an effect the other way counts as inactive or inconclusive. Potency is read from the fitted curve at half-maximal effect.

SMILES	MBNL1-CUG inh	Gal4-VP16 FLuc	BRCA1 expr up	Rab9 prom act	RORgamma inh	p53 reactivator	ELG1 genotox	NPC1 promoter act	FLuc modulator	uPA surface inh
Cc1noc(C)c1COc1ccccc1C(=O)N(C)Cc1ccc(C(C)(C)C)cc1	nt	nt	-41%	-13%	nt	1%	-3%	-6%	-6%	?
CCOc1ccc(-c2nnc(SCC(=O)N(CC)CC)n2N)cc1	-3%	-16%	0%	-1%	1%	0%	0%	7%	-4%	-1%
COc1cccc(N2CC(C(=O)Nc3nnc(SCC(=O)c4ccccc4)s3)CC2=O)c1 (stereo not drawn)	9%	-11%	-5%	0%	14%	0%	-3%	-3%	-1%	8%
O=S1(=O)c2cccc3cccc(c23)N1CCBr	20%	-11%	8%	2%	13%	4%	-3%	-1%	3%	nt
CN(C1CCCCC1)S(=O)(=O)c1ccc(NC(=O)C2CCCCC2C(=O)O)cc1 (stereo not drawn)	7%	2%	-11%	1%	0%	1%	2%	1%	1%	2%
CCOC(=O)c1c(C)[nH]c(C(=O)OC(C)C(=O)NC2CCCCC2C)c1C (stereo not drawn)	nt	nt	-47%	-7%	nt	-8%	-1%	-7%	0%	5%
Cc1ccc2nsnc2c1NC(=O)COc1ccccc1F	?	-5%	-3%	-7%	8%	6%	-5%	-11%	5%	-1%
O=C(Nc1cc(Cl)ccc1-n1cncn1)c1cccs1	nt	nt	-9%	-2%	nt	-6%	2%	1%	1%	-6%
Cc1sc2nc(-c3cccs3)oc(=O)c2c1C	0%	-21%	31%	-2%	1%	?	3%	15%	11µM*	2%
Cc1cc(C(=O)NNc2cc(Cl)ccc2Cl)no1	nt	1%	-26%	-4%	9%	-1%	2%	-1%	4%	1%
Cc1ccccc1CC(=O)NCCN1CCCCC1	-3%	2%	23%	4%	-32%	?	-4%	9%	2%	-1%
O=C(Cn1ccc2ccccc2c1=O)NCCC(=O)N1CCN(C2CCCCC2)CC1	-1%	1%	-2%	-7%	6%	2%	7%	-5%	4%	4%
COc1ccc(Cl)cc1NC(=O)COC(=O)C1COc2ccccc2O1 (stereo not drawn)	nt	nt	0%	-4%	nt	-5%	-2%	-1%	6%	-1%
CCOC(=O)N1CCN(C(=O)CCc2ccc(S(=O)(=O)NC(C)C)cc2)CC1	1%	-2%	3%	-5%	-8%	-13%	-1%	-1%	-1%	-1%
COc1ccc(Cl)cc1NC(=O)CN(C)CC(=O)Nc1ccccc1-c1ccccc1	-7%	2%	-59%	3%	-3%	-1%	-4%	0%	-5%	5%
Cc1nc(NC(=O)CSc2nnc(C3CC3)n2N)c(Cl)cc1Cl	nt	nt	-30%	nt	nt	-2%	-1%	nt	nt	9%
Cc1cc2nc3n(c2cc1C)CC1CC(C(=O)NCc2ccco2)N(C)C31 (stereo not drawn)	-3%	4%	0%	-3%	-5%	-1%	4%	1%	-3%	1%
N#Cc1c(N)nc(SCC(=O)NCCc2ccccc2)c(C#N)c1-c1cccs1	134%[activator]	5%	-3%	-1%	-29%	4%	-1%	1%	1%	3%
Cc1c(O)nc2ccccn2c1=O	7%	-2%	-22%	-2%	4%	-2%	0%	3%	0%	-1%
CCOC(=O)c1c(Nc2ccc(Cl)cc2)sc(/C=C2\C=Nc3ccccc32)c1O	-3%	1%	-54%	-10%	8%	-2%	?	-12%	-1%	5%
COc1cccc(/C=C2\Oc3cc(OCC(=O)N4CCC[C@H]4C(=O)O)ccc3C2=O)c1	?	-11%	-6%	-3%	0%	nt	8%	0%	2.7µM*	?
COc1ccc(NC(=O)Cn2nc([N+](=O)[O-])c(Cl)c2C)cc1OC	8%	3%	0%	7%	12%	5%	0%	-6%	0%	-2%
COC(=O)Cn1c(=O)c2c(nc3n2CC(C)CN3Cc2ccccc2)n(C)c1=O (stereo not drawn)	-12%	-3%	-2%	-11%	-21%	-6%	1%	1%	-6%	0%
COc1ccc(CCNC(=O)Nc2ccc([N+](=O)[O-])cc2)cc1OC	?	9%	-1%	-3%	33%	-4%	-10%	-4%	4%	1%
O=c1[nH]cnc2c1cnn2Cc1ccccc1	11%	2%	-4%	-4%	7%	-5%	2%	-3%	3%	2%
Remaining list, next part.
SMILES	MBNL1-CUG inh	Gal4-VP16 FLuc	BRCA1 expr up	Rab9 prom act	RORgamma inh	p53 reactivator	ELG1 genotox	NPC1 promoter act	FLuc modulator	uPA surface inh
Cc1cc(C(=O)COc2ccc3ccc(=O)oc3c2)c(C)n1C	4%	5%	56%	1%	7%	10%	8%	-4%	?	-8%
Cc1n[nH]c(=O)nc1N/N=C/c1ccc(O)c([N+](=O)[O-])c1	-16%	?	-17%	1%	11µM*	0%	2%	-2%	-21%	-7%
Cc1ccc(CNC(=O)c2nccnc2C(=O)O)cc1	-5%	-6%	0%	10%	-17%	1%	0%	-2%	-1%	-4%
COc1ccccc1N1CCN(C(=O)C(CC(C)C)NC(=O)C2CCCCC2)CC1 (stereo not drawn)	-15%	-3%	-25%	-2%	-39%	1%	-9%	-2%	3%	18%
O=C(CSc1ccc(-c2ccco2)nn1)NCc1ccc2c(c1)OCO2	26%	2%	7%	-2%	18%	-5%	0%	-1%	-18%	-6%
CCN(CC(=O)Nc1ccc(OC)cc1)C(=O)c1ccc2c(c1)NC(=O)C(C)S2 (stereo not drawn)	nt	nt	11%	-4%	nt	2%	11%	-2%	2%	3%
CN(C)c1ccc(CN(C(=O)COc2ccc(F)cc2)C2CCS(=O)(=O)C2)cc1 (stereo not drawn)	7%	-1%	-5%	7%	21%	0%	0%	1%	2%	nt
O=C(NCCOc1ccccc1-c1ccccc1)c1ccco1	4%	-3%	-3%	1%	36%	-5%	-5%	-8%	-2%	0%
CC[C@@]1(c2ccccc2OC)C(=O)N(C(=O)OC)N1C(=O)OC	-5%	-8%	-15%	-12%	-31%	13%	2%	-6%	-2%	?
CCc1ccccc1N(C(=O)CNC(=O)c1ccco1)C(C(=O)NC1CCCC1)c1cccnc1 (stereo not drawn)	2%	-4%	-3%	-1%	-5%	0%	8%	1%	-2%	-1%
Cc1cnc(NC(=O)Cc2cccs2)s1	-1%	4%[10 µM]	45%	26%	3%	1%	0%	5%	-10%	-10%
CN(C)CCOC(=O)CC12CC3CC(C1)CC(CC(=O)OCCN(C)C)(C3)C2	8%	-12%	22%	-3%	?	2%	0%	-4%	-2%	12%
O=C(N/N=C\c1c(O)ccc2ccccc12)c1ccc(Cn2cccn2)o1	20%[11.5 µM]	13µM*	-90%[inhibitor]	-28%	2.5µM*	17%	?	-18%	-17%	-18%
CC(=O)NC(=S)Nc1ccc(NC(=O)COc2ccc(C(C)C)cc2)cc1	10%[11.5 µM]	-3%	0%	0%	-37%	15%	-2%	0%	-15%	1%
Cn1nnnc1SCC(=O)NC1CCCCC1	-11%	8%	-9%	-17%	-9%	15%	-1%	-2%	-1%	0%

Looked up by compound from the list above (4):
SMILES	MBNL1-CUG inh	Gal4-VP16 FLuc	BRCA1 expr up	Rab9 prom act	RORgamma inh	p53 reactivator	ELG1 genotox	NPC1 promoter act	FLuc modulator	uPA surface inh
CCc1ccccc1N(C(=O)CNC(=O)c1ccco1)C(C(=O)NC1CCCC1)c1cccnc1 (stereo not drawn)	2%	-4%	-3%	-1%	-5%	0%	8%	1%	-2%	-1%
CN(C)c1ccc(CN(C(=O)COc2ccc(F)cc2)C2CCS(=O)(=O)C2)cc1 (stereo not drawn)	7%	-1%	-5%	7%	21%	0%	0%	1%	2%	nt
COc1ccccc1N1CCN(C(=O)C(CC(C)C)NC(=O)C2CCCCC2)CC1 (stereo not drawn)	-15%	-3%	-25%	-2%	-39%	1%	-9%	-2%	3%	18%
CC[C@@]1(c2ccccc2OC)C(=O)N(C(=O)OC)N1C(=O)OC	-5%	-8%	-15%	-12%	-31%	13%	2%	-6%	-2%	?

4 entries from above, reformatted.
molecule | MBNL1-CUG inh | Gal4-VP16 FLuc | BRCA1 expr up | Rab9 prom act | RORgamma inh | p53 reactivator | ELG1 genotox | NPC1 promoter act | FLuc modulator | uPA surface inh
CCc1ccccc1N(C(=O)CNC(=O)c1ccco1)C(C(=O)NC1CCCC1)c1cccnc1 (stereo not drawn) | 2% | -4% | -3% | -1% | -5% | 0% | 8% | 1% | -2% | -1%
O=C(CSc1ccc(-c2ccco2)nn1)NCc1ccc2c(c1)OCO2 | 26% | 2% | 7% | -2% | 18% | -5% | 0% | -1% | -18% | -6%
CC[C@@]1(c2ccccc2OC)C(=O)N(C(=O)OC)N1C(=O)OC | -5% | -8% | -15% | -12% | -31% | 13% | 2% | -6% | -2% | ?
Cc1cc(C(=O)COc2ccc3ccc(=O)oc3c2)c(C)n1C | 4% | 5% | 56% | 1% | 7% | 10% | 8% | -4% | ? | -8%
